Screening data: PubChem BioAssay, PCMD
FXIa inh = human FXIa protease inhibitors, primary screen, biochemical, single compound per well; Coagulation factor XI (Homo sapiens), P03951; purified human FXIa, fluorogenic AMC substrate cleavage; inhibition, % at 10 µM; actives 0.3% (n = 33,000);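 active = inhibition above 40% in the primary screen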;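 note: 0% = enzyme without compound and 100% = blank wells lacking enzyme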
Target sequence (P03951 19-387 limits assumed): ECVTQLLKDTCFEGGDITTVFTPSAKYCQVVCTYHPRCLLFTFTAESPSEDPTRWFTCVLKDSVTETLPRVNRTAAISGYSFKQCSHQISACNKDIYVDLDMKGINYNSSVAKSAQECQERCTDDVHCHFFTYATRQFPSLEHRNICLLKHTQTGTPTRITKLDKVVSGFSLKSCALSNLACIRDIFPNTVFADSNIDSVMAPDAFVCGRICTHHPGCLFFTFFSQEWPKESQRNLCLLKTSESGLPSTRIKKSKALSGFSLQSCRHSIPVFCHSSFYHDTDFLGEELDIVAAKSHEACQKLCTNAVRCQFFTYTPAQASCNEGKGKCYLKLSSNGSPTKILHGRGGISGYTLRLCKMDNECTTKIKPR
Target sequence (P03951 388-625 limits assumed): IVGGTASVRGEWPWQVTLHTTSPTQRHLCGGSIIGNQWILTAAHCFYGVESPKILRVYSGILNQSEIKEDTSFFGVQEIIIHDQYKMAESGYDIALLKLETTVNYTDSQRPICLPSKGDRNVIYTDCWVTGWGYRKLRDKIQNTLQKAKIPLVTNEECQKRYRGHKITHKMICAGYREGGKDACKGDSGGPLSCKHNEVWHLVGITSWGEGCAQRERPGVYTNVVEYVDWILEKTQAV
FXIIa inh = human FXIIa protease inhibitors, primary screen, biochemical, single well. Coagulation factor XII (Homo sapiens), P00748. purified human FXIIa, AMC substrate fluorescence, 2 h. inhibition, % at 10 µM. actives 0.2% (n = 33,000). AID 701, 2007; in the data active = inhibition above about 30%;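 note: 0% = enzyme with vehicle only and 100% = no enzyme blank; many of its hits are not listed in these tables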
An asterisk follows results filed as active.

SMILES	FXIa inh	FXIIa inh
O=C(NCCCN1CCOCC1)C1(c2ccccc2)CCCC1	-4	-2
O=c1cc(N2CCc3ccccc32)[nH]c(=O)n1-c1ccc(Br)cc1	11	4
Cc1cc(C)cc(NC(=O)CN2CCN(c3ncccn3)CC2)c1	-9	0
Cc1cccn2c(=O)c(C=Nc3ccc(Cl)cc3)c(NCCO)nc12	3	4
O=C(NC1CCCCCC1)c1ccc2c(=O)n3c(nc2c1)CCCCC3	-3	3
O=C(Cn1nnc(-c2ccccc2F)n1)Nc1cccc2ncccc12	4	10
CCOC(=O)C(C)N1C(=O)S/C(=C/c2cc(C)n(-c3ccccn3)c2C)C1=O (stereo unspecified)	2	2
CC(C)c1ccc(C(=O)CC2(O)C(=O)N(CN3CCOCC3)c3ccccc32)cc1 (stereo unspecified)	5	2
N#CCSc1nc2ccc(N3CCOCC3)cc2c(=O)n1CCc1ccccc1	0	0
Cc1sc2nc(SCc3ccccc3)n(Cc3ccco3)c(=O)c2c1C	28	6
COc1ccc(-c2nnc(SCC(=O)NCc3cccs3)n2CC(C)C)cc1	29	-15
CC1CCCC(C(=O)O)N1C(=O)CCSSCCC(=O)N1C(C)CCCC1C(=O)O (stereo unspecified)	13	1
Cc1cccc(C)c1NC(=O)CCCSc1nnc(-c2ccco2)n1-c1ccccc1	-1	11
COc1ccc(OC)c(N2CC(O)=C(c3nc4ccccc4s3)C2=N)c1	-14	4
Cc1cccc(C)c1OCC(=O)N1CC2(C)CC1CC(C)(C)C2 (stereo unspecified)	10	5
CCOC(=O)Cn1nnnc1C(CC)N(Cc1cccs1)Cc1cc2cc(C)ccc2[nH]c1=O (stereo unspecified)	-3	2
O=C1CC(c2ccccc2)CC(O)=C1C=NCCN1CCN(C(=S)Nc2cccc(Cl)c2)CC1 (stereo unspecified)	5	4
Cc1onc(-c2ccccc2Cl)c1C(=O)Nc1nnc(-c2cccc([N+](=O)[O-])c2)s1	7	5
CSc1nsc(SCC(=O)Nc2cccc(C(C)=O)c2)n1	7	4
CCC(C)NC(=O)CSc1nc2ccsc2c(=O)n1-c1ccc(OC)cc1 (stereo unspecified)	4	2
CC1CCN(S(=O)(=O)c2ccc3[nH]cc(C(=O)NCCN4CCOCC4)c(=O)c3c2)CC1	1	1
CCC1(C)OCC(Cn2c3ccccc3c3ccccc32)O1 (stereo unspecified)	-2	4
CCOC(=O)CCNC(=O)CNC(=O)OCc1ccccc1	4	-17
CCCNS(=O)(=O)c1ccc(CCC(=O)NCc2cccnc2)cc1	8	8
CCOC(=O)C1CCN(c2nc(C)nc3c2oc2ccccc23)CC1	-2	3
COc1ccc(C2=CC(c3cc(OC)c(OC)c(OC)c3)NC(=S)N2)cc1 (stereo unspecified)	4	2
CCOC(=O)Cn1nnnc1CN(Cc1cccs1)Cc1cc2cc(C)cc(C)c2[nH]c1=O	-9	4
Cc1nn(Cc2ccc(C(=O)n3cccn3)o2)c(C)c1Br	2	11
Cc1nn(-c2ccccc2)c(Cl)c1C(=O)OC(C)C(=O)Nc1ccc2c(c1)OCO2 (stereo unspecified)	-4	5
CCc1nc(NCCCCCO)c2nnn(Cc3ccccc3F)c2n1	0	4
Cc1ccnc(NC(=O)Nc2ccc(F)cc2)c1	2	4
CCN1C(=O)C2C(C1=O)N1C(c3ccccc3)C3C(=O)N(CC)C(=O)C3N1C2c1ccccc1 (stereo unspecified)	21	-12
O=C(Nc1ccc(N2CCN(Cc3ccccc3)CC2)cc1)c1cccnc1	0	4
CCc1ccc2oc(-c3cccc(N)c3)nc2c1	-13	-1
Cc1ccccc1OCc1nnc(SCC(=O)Nc2ccc3c(c2)oc2ccccc23)n1C	-2	-2
CC(=O)Nc1ccc(-c2nnc(SCc3c(C)cc(C)cc3C)n2C)cc1	2	8
COc1ccc(N(Cc2ccccc2)C(=O)CSc2nnc(Cn3nnc4ccccc43)o2)cc1	3	6
CCOc1cc(S(=O)(=O)N2CCCC2)ccc1Cl	-6	0
Nc1ccc(Nc2nc(-c3ccncc3)cs2)cc1	14	5
CCCCn1c(SCc2nc3ccccc3s2)nc2cc(S(N)(=O)=O)ccc21	31	-16
COC(=O)c1c(NS(=O)(=O)Cc2ccccc2)sc2c1CCCC2	-6	1
Cc1cc(/C=C(\C#N)C(=O)NCc2ccco2)c(C)n1C1CCCC1	6	-10
COc1ccc(S(=O)(=O)N(C)CC(=O)N2CCN(c3ccc(F)cc3)CC2)cc1OC	18	0
Cc1ccc(-c2noc(CN(C(=O)C(c3ccccc3)c3ccccc3)C(C)C)n2)cc1	-1	4
CCCCCC(=O)N1CCCC(c2nc(-c3ccc(OC)cc3)no2)C1 (stereo unspecified)	-5	9
CC(C)C(C(=O)Nc1ccc(S(=O)(=O)N2CCOCC2)cc1)N1C(=O)c2ccccc2C1=O (stereo unspecified)	5	11
O=C(OCC(=O)c1ccc[nH]1)c1ccc(S(=O)(=O)N2CCCCCC2)cc1	-15	7
Cc1c(Cl)cccc1Nc1nc(N)nc(CSc2ncccn2)n1	-6	6
CCOc1cc(/C=C(\C#N)c2[nH]nc(N)c2C#N)ccc1O	-4	6
CN(C)c1nc(N)nc(Cn2ccnc2)n1	-5	6

Next section.
SMILES	FXIa inh	FXIIa inh
Cc1occc1C(=O)NC1CCCCCC1	1	-15
O=C(Nc1nc(COc2ccccc2)cs1)C12CC3CC(CC(C3)C1)C2	-6	5
O=C(CN1CCN(c2ccccn2)CC1)NC1CCCCC1	5	6
CCOC(=O)C1NC(=O)CC1c1ccccc1 (stereo unspecified)	-3	2
Cc1nnc(SCC(=O)N2CCC(c3noc4ccc(F)cc34)CC2)s1	-7	4
Cc1ccc(S(=O)(=O)NCCCOC(=O)Nc2ccncc2)cc1	-6	3
CCN(CC)S(=O)(=O)c1ccc(S(=O)(=O)Nc2ccc3c(c2)oc2ccccc23)cc1	-1	6
CN(C)CCN1C(=O)C(O)=C(C(=O)c2cc3ccccc3o2)C1c1ccccn1 (stereo unspecified)	-3	5
CCN(CC)CCNC(=O)COc1ccc(Cl)cc1Cl	2	1
O=C(OCCN1CCOCC1)c1ccc(OCCN2CCOCC2)cc1	-6	3
CC(=O)Nc1ccc(OC(=O)C(CCS(C)(=O)=O)N2C(=O)c3ccccc3C2=O)cc1 (stereo unspecified)	4	8
Cc1cc(C)c(N=C2CCCN2Cc2ccccc2)c(C#N)c1	-5	8
Clc1ccc(-c2nn3c(-c4cccc(Cl)c4)nnc3s2)cc1	3	-19
CCN1C(=O)C(Cc2nc3ccccc3c(=O)n2C)c2ccccc21 (stereo unspecified)	0	6
Cc1ccc(-c2noc(CC(c3ccccc3)c3ccccc3)n2)cc1	-3	4
CCCn1nnnc1SCC(=O)N1CCN(C(=O)c2ccco2)CC1	-3	5
CCOC(=O)c1[nH]c(C)c(/C(O)=C2\C(=O)C(=O)N(CCN(C)C)C2c2ccncc2)c1C (stereo unspecified)	-2	0
CC(=O)c1cccc(NC(=O)C2CC(c3ccc(F)cc3)=NO2)c1 (stereo unspecified)	-1	-6
Cc1ccc(C2NC(=O)NC(O)(C(F)(F)F)C2C(=O)c2cccs2)o1 (stereo unspecified)	-3	0
Cc1ccc(CC(=O)NCCCc2ccccc2)cc1	-6	4
CC1(C)N=C(/C=N/O)C=[N+]1[O-]	-2	6
c1ccc(-c2cnc(-c3ccccc3)nc2)cc1	-7	-9
O=[n+]1c2c(n([O-])c3ccccc31)CCC2	-4	9
Cc1cc(C(=O)Nc2ccc(S(=O)(=O)Nc3nccs3)cc2)c(C)o1	-2	13
O=C(NCc1n[nH]c(=S)n1-c1ccc(F)cc1)c1ccco1	-1	-2
COc1ccc(N(CC(=O)NCCC2=CCCCC2)S(C)(=O)=O)cc1OC	-2	8
COc1cc(S(=O)(=O)N2CCCCCC2)c(OC)cc1Br	1	9
c1ccc(CN2CN=C(Nc3nc4ccccc4s3)NC2)cc1	0	0
O=C(NC1(C(F)(F)F)NC(=O)N(Cc2ccccc2)C1=O)c1cccs1 (stereo unspecified)	-4	4
COc1cccc(C(=O)CSc2nc3ccccc3n2CC(=O)N(C(C)C)C(C)C)c1	-4	12
COc1cccc(COc2nc3c(c(=O)n(C)c(=O)n3C)n2C)c1	6	6
Cc1c(N=C2NC(=O)C(CC(=O)Nc3ccccc3)S2)c(=O)n(-c2ccccc2)n1C (stereo unspecified)	-2	3
O=C(CC1C(=O)N(c2ccccc2)C(=O)N1C1CCCCC1)Nc1ccccc1 (stereo unspecified)	-5	6
N#Cc1cc2c(nc1SCC(=O)N1CCOCC1)CCCCC2	0	-3
CC(OC1=CC(=O)CCC1)C(=O)c1ccccc1 (stereo unspecified)	3	2
CCOC(=O)C1=C(O)C(=O)N(c2ccc(S(N)(=O)=O)cc2)C1c1ccc(Cl)cc1 (stereo unspecified)	-2	7
COC(=O)c1ccc(/C=N\n2c(C)nnc2C)cc1	3	7
Cc1ccc(CNC(=O)c2cc3c(=O)n(C)c4ccccc4c3n2C)cc1	-3	4
CCn1c2ccc(Cl)cc2c2nc3ccccc3nc21	-2	2
CCCn1nnc(NC(=O)c2ccc(-c3cccc(Cl)c3)o2)n1	4	3
O=C(NCC1CCCO1)c1ccc(S(=O)(=O)N2CCC(c3nc4ccc(Cl)cc4[nH]3)CC2)cc1 (stereo unspecified)	0	-16
CCS(=O)(=O)N1CCC(C(=O)NCCN2CCOCC2)CC1	24	-6
COC(=O)c1sc2nc3c(cc2c1N)COC(C)(C)C3	0	1
CCOc1ccc(C(=O)NCCCN2CCCC2=O)cc1	-10	6
COc1ccc(N2CCN(C(=O)CSc3nnc(C)c(=O)[nH]3)CC2)cc1	-3	-17
Cc1ccc(C2=NC(C)(C)N=C2SCC(=O)Nc2ccc(Cl)cc2)cc1	4	1
O=C(NCc1ccc(Cl)cc1Cl)C(=O)N1CCCCC1	1	4
Cc1ccc2[nH]c3c(=O)n(CCN4CCOCC4)cnc3c2c1	-9	3
CCC(C)[C@H](NC(=O)Nc1ccc(Oc2ccccc2)cc1)C(=O)O (stereo partly specified)	4	8
CCOc1ccc(NC(=O)CN2CCN(CC(=O)Nc3ccc(OC)cc3)CC2)cc1	-5	2

Remaining list, next part:
SMILES	FXIa inh	FXIIa inh
CCOC(=O)c1c(NC(=O)Cn2nnc(-c3ccccc3Cl)n2)sc(C)c1C	7	3
O=C(NCCc1ccccc1)c1cccnc1	5	3
COc1cc(N2C(=O)CSC23C(=O)Nc2ccccc23)cc(OC)c1OC (stereo unspecified)	4	-1
CC12COC3(C(=O)Nc4nccs4)CC1CCC32C (stereo unspecified)	8	5
CC(=O)Nc1ccccc1-c1nc2ccc(C(=O)N3CCN(c4cccc(C)c4)C(C)C3)cc2[nH]c1=O (stereo unspecified)	3	3
Cc1nn(CC(=O)Nc2nnc(CC(=O)N3CCCC3)s2)c(=O)c2ccccc12	-5	12
CCCn1c(NCc2cccc(OC)c2OC)nc2ccccc21	2	6
O=C(Nc1ccc(-n2cnnn2)cc1)C1CCCCC1	5	4
COc1ccc2nc(NC(=O)c3ccc(Br)s3)sc2c1	0	1
COC(=O)c1scc(C)c1N/N=C(\C)c1ccc(F)cc1	-4	5
Cc1cc(=O)[nH]c(Nc2c(C)n(C)n(-c3ccccc3)c2=O)n1	-3	1

In the list so far, these contain a Cl atom:
SMILES	FXIa inh	FXIIa inh
Cc1cccn2c(=O)c(C=Nc3ccc(Cl)cc3)c(NCCO)nc12	3	4
O=C1CC(c2ccccc2)CC(O)=C1C=NCCN1CCN(C(=S)Nc2cccc(Cl)c2)CC1 (stereo unspecified)	5	4
Cc1onc(-c2ccccc2Cl)c1C(=O)Nc1nnc(-c2cccc([N+](=O)[O-])c2)s1	7	5
Cc1nn(-c2ccccc2)c(Cl)c1C(=O)OC(C)C(=O)Nc1ccc2c(c1)OCO2 (stereo unspecified)	-4	5
CCOc1cc(S(=O)(=O)N2CCCC2)ccc1Cl	-6	0
Cc1c(Cl)cccc1Nc1nc(N)nc(CSc2ncccn2)n1	-6	6
CCN(CC)CCNC(=O)COc1ccc(Cl)cc1Cl	2	1
Clc1ccc(-c2nn3c(-c4cccc(Cl)c4)nnc3s2)cc1	3	-19
CCOC(=O)C1=C(O)C(=O)N(c2ccc(S(N)(=O)=O)cc2)C1c1ccc(Cl)cc1 (stereo unspecified)	-2	7
CCn1c2ccc(Cl)cc2c2nc3ccccc3nc21	-2	2
CCCn1nnc(NC(=O)c2ccc(-c3cccc(Cl)c3)o2)n1	4	3
O=C(NCC1CCCO1)c1ccc(S(=O)(=O)N2CCC(c3nc4ccc(Cl)cc4[nH]3)CC2)cc1 (stereo unspecified)	0	-16
Cc1ccc(C2=NC(C)(C)N=C2SCC(=O)Nc2ccc(Cl)cc2)cc1	4	1
O=C(NCc1ccc(Cl)cc1Cl)C(=O)N1CCCCC1	1	4
CCOC(=O)c1c(NC(=O)Cn2nnc(-c3ccccc3Cl)n2)sc(C)c1C	7	3

This is a subset; rates above refer to the full screens.
